# High-throughput results deposited in PubChem BioAssay by National Center for Advancing Translational Sciences (NCATS).
# KCNH2 WT inh – blocks the wildtype human KCNH2 potassium channel; U2OS, BacMam KCNH2, thallium flux FluxOr; active compounds read low; activity change, % at 1.84 µM; 340,000 tested, 0.37% active;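 active means maximum activity change below -70%; inconclusive means maximum activity change between -70% and -50%; inactive means maximum activity change above -50%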; further: on the % scale 0 is the no-effect control and ±100 the full control effect
#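 U2OS cells transduced with wild-type KCNH2 virus are loaded with FluxOr dye for 45 min, and thallium flux is measured in kinetic reads before and after stimulation buffer. Rate constants are normalized to DMSO controls.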
# AT treatment – potential ataxia-telangiectasia treatments restoring KAP-1 phosphorylation; […] A-T fibroblasts, KAP-1 phosphorylation AlphaLISA; neocarzinostatin DNA damage 30 min before lysis; Potency, µM (highest dose often 57.5 µM), for inactives: at the top dose activation, hits mostly activators; 320,000 tested, 0.19% active; AID 485349; further: potency means the concentration at half of the fitted maximal effect; % of control where 0% means no effect; nearly all actives have a fitted effect of over 45% in size
#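 ATM-like activity read as KAP-1 phosphorylation via AlphaLISA donor/acceptor antibody pairs after lysis and 6 hr at 25C. Cells were ATM-null patient fibroblasts ([…], hTERT), dosed 60 min, then exposed to the DSB inducer NCS for 30 min.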
# Coupling enz – counter-screen for Giardia aldolase inhibitors: coupling enzyme system; coupling enzyme system counterscreen, AmpLite Red fluorescence; activity change, negative = inhibition, % at 58.2 µM, hits read low; 290,000 tested, 0.67% active; AID 2472; in the data active means activity change below about -30%; further: on the % scale 0 is the no-effect control and ±100 the full control effect
#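 Counterscreen of the coupled detection system alone, without aldolase: glyceraldehyde-3-phosphate coupling enzymes plus AmpLite Red readout. Compounds at 57.5 uM final, 10 min RT preincubation, 20 min RT reaction, fluorescence 525/598 nm.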
# TRPV1 ag – agonists of human vanilloid receptor 1 (TRPV1) | Q8NER1 | activation, % at 8.33 µM | 320,000 tested, 0.19% active | TRPV1-expressing cells, Fluo-8 calcium influx, agonist mode | AID 540275; in the data active means activation above about 80%; inconclusive means between about 30% and that limit; further: 0% is about no effect
#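 Fluo-8 calcium influx in TRPV1-expressing cells, kinetic read (ex 480/em 520 nm). Compound added and read 3 min for agonist activity, followed by capsaicin at EC20 final and 2 min further read for enhancement.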
# KCNH2 3.1 block – blocks the human KCNH2 3.1 channel isoform. U2OS KCNH2 3.1, thallium flux FluxOr; active compounds read low. activity change, % (tested at about 1.8 µM). 340,000 tested, 0.95% active. AID 720553;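 active means maximum activity change below -70%; inconclusive means maximum activity change from -70% to -50%; inactive means maximum activity change above -50%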;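 further: thallium influx rate constant from kinetic fluorescence after stimulation buffer; on the % scale 0 is the no-effect control and ±100 the full control effect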
#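 Measured as rate of thallium-driven FluxOr signal in transduced U2OS cells carrying the 3.1 channel, read kinetically for 2 min upon stimulation; values are rate constants scaled to DMSO control wells.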
# GALK inhibitor – inhibitors of human galactokinase; P51570; Purified GALK, Kinase-Glo residual ATP luminescence; Potency, µM (titrated, usually from 57.5 µM), for the others: at the top dose activity change, negative = inhibition, hits mostly inhibitors; 270,000 tested, 0.007% active; further: potency means the concentration at half of the fitted maximal effect; on the % scale 0 is the no-effect control and ±100 the full control effect
#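 GALK at 5 nM final was combined with compound, 35 uM ATP and 100 uM galactose in HEPES pH8.0 with MgCl2 and DTT. The reaction ran one hour at room temperature before luminescent ATP detection.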
# MBNL1-CUG inh – blocks human MBNL1 binding to CUG repeat RNA; AID 2675; Q9NR56; 280,000 tested, 0.036% active; TR-FRET MBNL1-His/biotin-(CUG)12 binding, 665/545 ratio; Potency, µM (series often up to 57.5 µM), inactives show at the highest dose activity change, negative = inhibition, most hits filed as inhibitors; active means well fitted inhibition curve with a large enough effect in the signal ratio, with a control signal flat, not every such curve was filed as active; inconclusive means small, poorly fitted or top-dose-only effect, or effect the other way, or a change in a side signal; inactive means no such curve, though single readings can be large or run the other way; the % refers to the signal ratio; further: potency means the concentration at half of the fitted maximal effect; on the % scale 0 is the no-effect control and ±100 the full control effect
# Target sequence (Q9NR56 whole entry, looked up): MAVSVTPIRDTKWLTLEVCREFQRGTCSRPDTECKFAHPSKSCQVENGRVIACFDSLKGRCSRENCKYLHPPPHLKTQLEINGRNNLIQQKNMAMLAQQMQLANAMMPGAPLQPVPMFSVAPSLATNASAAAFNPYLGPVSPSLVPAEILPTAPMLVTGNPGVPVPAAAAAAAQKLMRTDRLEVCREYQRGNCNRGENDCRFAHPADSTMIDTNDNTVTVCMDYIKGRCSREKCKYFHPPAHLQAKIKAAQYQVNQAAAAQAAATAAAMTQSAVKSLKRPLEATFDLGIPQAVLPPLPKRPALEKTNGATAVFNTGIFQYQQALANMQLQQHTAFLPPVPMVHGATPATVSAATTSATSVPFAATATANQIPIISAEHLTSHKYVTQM
#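 Inhibition of protein-RNA binding appears as loss of TR-FRET between terbium anti-His antibody on MBNL1-His and streptavidin-XL665 on biotin-(CUG)12. Activity is normalized to buffer-only and uninhibited-complex controls.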
# ASM inhibitor – human S-ASM enzyme inhibition. AID 504937. 340,000 tested, 0.006% active. Potency, µM (series often up to 57.5 µM), inactives show at the highest dose activity change, negative = inhibition, hits mostly inhibitors. P17405. placental ASM, HMU-PC fluorogenic substrate, 60 min; further: potency means the concentration at half of the fitted maximal effect
# Target sequence (P17405 47-631 limits assumed): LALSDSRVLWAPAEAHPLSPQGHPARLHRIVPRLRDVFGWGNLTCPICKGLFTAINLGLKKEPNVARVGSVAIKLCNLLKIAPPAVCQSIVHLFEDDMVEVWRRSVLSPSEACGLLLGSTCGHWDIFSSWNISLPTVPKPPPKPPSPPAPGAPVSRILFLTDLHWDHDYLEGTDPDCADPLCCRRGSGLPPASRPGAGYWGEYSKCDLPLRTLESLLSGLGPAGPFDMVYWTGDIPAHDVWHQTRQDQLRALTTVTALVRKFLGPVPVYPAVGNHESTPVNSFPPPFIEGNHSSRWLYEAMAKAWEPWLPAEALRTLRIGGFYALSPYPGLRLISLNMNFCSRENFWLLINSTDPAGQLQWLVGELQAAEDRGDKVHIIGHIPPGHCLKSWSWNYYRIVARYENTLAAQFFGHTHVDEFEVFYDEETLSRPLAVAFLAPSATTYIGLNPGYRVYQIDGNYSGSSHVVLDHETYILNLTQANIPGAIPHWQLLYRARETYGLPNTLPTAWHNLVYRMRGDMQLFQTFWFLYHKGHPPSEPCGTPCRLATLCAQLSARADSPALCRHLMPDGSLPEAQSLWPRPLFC
#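 HMU-PC0 cleavage (9 uM final) by human placental ASM, 60 min at 37 °C following 10 min compound exposure at RT; stopped at pH 10, fluorescence Ex 386/Em 447 nm.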
# MLL CXXC-DNA inh – inhibitors of human MLL CXXC domain-DNA interaction; Q03164; MLL-CXXC / FITC-HOXA9 DNA fluorescence polarization; Potency, µM (series often up to 115 µM), without a hit: at the top dose activity change, negative = inhibition, actives largely listed as inhibitors; 290,000 tested, 0.037% active; AID 2662; active means well fitted inhibition curve with a large enough effect in the polarisation, with a control signal flat, not every such curve was filed as active; inconclusive means small, poorly fitted or top-dose-only effect, or effect the other way, or a change in a side signal; inactive means no such curve, though single readings can be large or run the other way; the % refers to the polarisation; further: potency means the concentration at half of the fitted maximal effect
#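 Steps: dispense CXXC domain solution (7 uM) → pin compounds or unlabeled HOX-A9 DNA control → 5 min ambient → add FLSN-HOX-A9 solution (50 nM) → spin → 30 min ambient → fluorescence polarization. Tris pH 7.5/NaCl/DTT/BSA buffer.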
# a7 integrin act – activators of alpha7 integrin expression for muscular dystrophy | alpha7betagal myoblasts, beta-gal FDG fluorescence, 48 h | Potency, µM (series often up to 38.3 µM), inactives show at the highest dose activation, usual class: activators | 350,000 tested, 0.064% active | AID 624291;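 further: potency means the concentration at half of the fitted maximal effect; 100% = response of the positive control SU9516; nearly all actives have a fitted effect of over 60% in size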
#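 alpha7betagal+/- myoblasts (passage 13, 250/well) treated 48 h at 37C with compounds at 1:260 dilution of DMSO stock. Lysed, then beta-galactosidase activity read as FDG fluorescence (ex 480/em 540) after 30 min, with pre-read for autofluorescence.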
# An asterisk follows results filed as active; ? = inconclusive; / = no result given; [ ] = dose if it differs, or a comment. Unless noted, the call rests on the fitted dose curve; in most records, active means well fitted curve in the direction sought with a large enough effect; inconclusive means small, poorly fitted or top-dose-only effect, or another doubt; inactive means no such curve, though single readings can be large; an effect the other way counts as inactive or inconclusive.
SMILES | KCNH2 WT inh | AT treatment | Coupling enz | TRPV1 ag | KCNH2 3.1 block | GALK inhibitor | MBNL1-CUG inh | ASM inhibitor | MLL CXXC-DNA inh | a7 integrin act
O=C(Nc1cc(Cl)cc(Cl)c1)Nc1cnccn1 | 1 | 7% | / | 2 | 14 | -2% | -3% | -2% | 4% | ?
COc1cccc(C(=O)c2c[nH]c(C(=O)NCc3ccco3)c2)c1 | 1 | 4% | 1 | 8 | / | -3% | -2% | 0% | 5% | 19%
CCc1cc(-c2n[nH]c(=S)n2-c2cccc(C)c2)cs1 | -17 | 1% | 4 | -6 | -6 | -2% | 2% | -7% | -19% | 3%
CN(C(=O)c1cc2ccccc2cc1O)C1CCCCC1 | -17 | 5% | / | 1 | 3 | 3% | 9% | 14% | 1% | ?
CCCS(=O)(=O)n1nc(-c2ccc(OC)cc2OC)cc1N | 0 | 7% | -2 | 2 | -3 | -1% | 7% | -4% | -4% | 14%
COCc1[nH]nc2c1C(c1ccc(OC)c(OC)c1)C(C#N)=C(N)O2 (stereo not drawn) | -1 | -1% | 3 | 0 | 3 | 4% | 20% | 0% | -3% | -10%
CCN(CC)S(=O)(=O)c1ccc(C(=O)OCC(=O)N2CCOCC2)cc1 | -10 | 2% | 2 | -3 | 0 | 9% | -2% | -5% | 5% | 7%
CC1CCN(C(=S)c2cn(Cc3ccccc3F)c3ccccc23)CC1 | 0 | 1% | -3 | 2 | -18 | 3% | ? | -3% | 1% | -49%[inhibitor]
O=C1N(Cc2cccnc2)C[C@@H]2C[C@@H](c3ccccc3C(F)(F)F)N3CCC[C@@]123 | 5 | 0% | 1 | 12 | -13 | 5% | -9% | -1% | -2% | 30%
Cn1c(=O)c2c(nc(SCCN3CCOCC3)n2Cc2ccc(F)cc2)n(C)c1=O | -4 | 1% | 3 | -2 | -1 | -1% | -11% | -2% | 4% | 0%

# Given with two lines to a compound: part of the list above
# Every second line gives: KCNH2 WT inh	AT treatment	Coupling enz	TRPV1 ag	KCNH2 3.1 block	GALK inhibitor	MBNL1-CUG inh	ASM inhibitor	MLL CXXC-DNA inh	a7 integrin act
COCc1[nH]nc2c1C(c1ccc(OC)c(OC)c1)C(C#N)=C(N)O2 (stereo not drawn)
 : -1	-1%	3	0	3	4%	20%	0%	-3%	-10%
CC1CCN(C(=S)c2cn(Cc3ccccc3F)c3ccccc23)CC1
 : 0	1%	-3	2	-18	3%	?	-3%	1%	-49%[inhibitor]
CCc1cc(-c2n[nH]c(=S)n2-c2cccc(C)c2)cs1
 : -17	1%	4	-6	-6	-2%	2%	-7%	-19%	3%

# (continued)
SMILES | KCNH2 WT inh | AT treatment | Coupling enz | TRPV1 ag | KCNH2 3.1 block | GALK inhibitor | MBNL1-CUG inh | ASM inhibitor | MLL CXXC-DNA inh | a7 integrin act
O=C(N/N=C/c1ccco1)c1ccc2nc[nH]c2c1 | -1 | -2% | -1 | -3 | 7 | 2% | / | 2% | -2% | 2%
COCC(C)NS(=O)(=O)c1ccc(C)cc1 (stereo not drawn) | -4 | 0% | 0 | 0 | 1 | -3% | -3% | -2% | 9% | -3%
CCOC(=O)N1C(=O)[C@](CC)(c2ccccc2)N1C(=O)OCC | / | 33% | -3 | 13 | / | / | -3% | 2% | -9% | -20%
COC(=O)c1ccc2c(c1)N(Cc1nc(-c3ccc(Cl)cc3)oc1C)C(=O)C1CCCN21 (stereo not drawn) | -5 | / | / | / | 3 | / | / | -1% | / | 2%
Cc1ccc(C2CC(c3cccs3)=NN2C(=O)CSc2nc3ccccc3o2)cc1 (stereo not drawn) | -9 | 5% | -1 | 5 | 2 | -3% | -9% | -5% | 1% | 23%
COc1cccc(OC)c1OC(=O)C1CC(=O)N(c2ccc3c(c2)OCCO3)C1 (stereo not drawn) | 0 | 3% | / | / | 2 | / | / | 5% | / | 21%
O=C1c2ccccc2C(=O)N1OCc1ccc(Cl)cc1 | -17 | 2% | 3 | ? | -4 | -4% | ? | 1% | 7% | 11%
COc1ccc(/C=C2\SC(=O)N(CC(=O)Nc3cccnc3)C2=O)cc1OC | / | 4% | -2 | 20 | 4 | 0% | / | 14% | 14% | -49%[inhibitor]
O=c1cc(-c2ccc([N+](=O)[O-])cc2)c2cc3c(cc2[nH]1)OCCO3 | 5 | -2% | 1 | 2 | -9 | -2% | ? | -11% | 2% | 8%
CC(NC(=O)c1cc2ccccc2o1)C(=O)O (stereo not drawn) | 4 | 4% | 4 | / | -17 | -2% | -14% | 1% | -3% | 16%
O=C(Nc1ccc(F)cc1)c1cc(-c2ccccn2)nc2c(Cl)cccc12 | -19 | 3% | 2 | ? | -42 | 5% | 282%[activator] | 0% | ? | -21%
NC(=O)N/N=C/c1ccc([N+](=O)[O-])o1 | 2 | -11% | 7 | -2 | 8 | / | / | -4% | -1% | /
CCCCOC(=O)C1=C(C)NC(=O)NC1c1ccc2c(c1)OCO2 (stereo not drawn) | -4 | / | / | / | 9 | / | / | 5% | / | -1%
O=C(CC12CC3CC(CC(C3)C1)C2)NCC(=O)N1CCCC1 | 1 | 3% | 4 | 9 | -8 | -2% | -14% | -3% | -3% | 10%
COc1ccccc1C/C(N)=N/OC(=O)c1cccc([N+](=O)[O-])c1 | -2 | 12% | 2 | -3 | 2 | 0% | ? | 0% | -2% | 5%
CCCC(c1nnnn1CC1CCCO1)N1CCN(c2nc3ccccc3s2)CC1 (stereo not drawn) | 4 | / | -1 | -2 | -21 | 0% | ? | -3% | 17% | -15%
CC(=O)Oc1ccc2c(c1)O/C(=C\c1ccncc1)C2=O | -4 | -11% | 1 | 9 | 23 | 0% | / | -8% | ? | -14%
O=C(Cc1ccc(Cl)cc1Cl)OCC(=O)N1CCCCC1 | -3 | 7% | 0 | 27 | -6 | -1% | -3% | -2% | 37%[activator] | 0%
O=C(N/N=C/c1cccs1)c1cccc(NC(=O)c2ccc(Cl)cc2)c1 | / | ? | 4 | ? | / | 0% | -6% | / | 6% | /
CN(C)C=Nc1ncc2c3ccccc3n(CCN(C)C)c2c1C#N | 4 | 0% | 0 | 21 | 1 | 4% | -15% | 6% | 4% | -12%

# Brought forward from above: three compounds; new compounds follow.
Compound | KCNH2 WT inh | AT treatment | Coupling enz | TRPV1 ag | KCNH2 3.1 block | GALK inhibitor | MBNL1-CUG inh | ASM inhibitor | MLL CXXC-DNA inh | a7 integrin act
O=C(Cc1ccc(Cl)cc1Cl)OCC(=O)N1CCCCC1 | -3 | 7% | 0 | 27 | -6 | -1% | -3% | -2% | 37%[activator] | 0%
O=C(N/N=C/c1cccs1)c1cccc(NC(=O)c2ccc(Cl)cc2)c1 | / | ? | 4 | ? | / | 0% | -6% | / | 6% | /
CN(C)C=Nc1ncc2c3ccccc3n(CCN(C)C)c2c1C#N | 4 | 0% | 0 | 21 | 1 | 4% | -15% | 6% | 4% | -12%
C/C(=N\NC(=O)C(N)=O)c1cccc(C(F)(F)F)c1 | 1 | -5% | -1 | 1 | 4 | 11% | -9% | -1% | -4% | -4%
Cc1ccc(NC(=S)N(Cc2cccs2)Cc2cc3cc(C)ccc3[nH]c2=O)cc1 | -21 | 1% | 0 | 0 | -5 | / | 0% | -9% | -2% | -2%
Cc1occc1-c1nnc(SCC(=O)NCc2ccco2)n1CC(C)C | 17 | -3% | -1 | -2 | -5 | 4% | 3% | 4% | 2% | 10%
Cc1cc(C(=O)NC(C)C2CC2)c(Cl)cc1Cl (stereo not drawn) | -4 | 10% | 1 | 1 | -4 | 5% | 3% | -3% | -1% | 1%
S=C(NC1CCCCC1)N1CCN(Cc2ccccc2)CC1 | 3 | 2% | 1 | 17 | -8 | 0% | -8% | 5% | -6% | -5%
Clc1ccc(SCc2cc(-c3ccccc3)no2)cc1 | -2 | -1% | -2 | 10 | 37 | -4% | 2% | -12% | 2% | 0%
Cc1ccc(C)c(NC(=O)CCC(=O)N2CCOc3ccccc32)c1 | 4 | -2% | -1 | -1 | 6 | / | 7% | 6% | / | 12%
CC1=CC(C)(C)N(C(=O)CSc2nnc(N)s2)c2cc(C)c(C)cc21 | -21 | -3% | 1 | 23 | -24 | -3% | -7% | -2% | -2% | -6%
CCn1c(CSc2ncccn2)nnc1SCC(=O)N1CCc2ccccc21 | 5 | 1% | -5 | 1 | 2 | 1% | 4% | 1% | 7% | -37%
CCCCNC(=O)c1ccccc1NC(=O)c1ccc2c(c1)OCO2 | / | 3% | 1 | ? | 10 | 3% | -3% | -1% | 9% | ?
CC(C)NC(=O)COC(=O)c1ccc(O)cc1 | 2 | 17% | 3 | -2 | 0 | 7% | 2% | -1% | 10% | 6%
